USP17 inh = human USP17-like deubiquitinase inhibition; A8MUK1; purified USP17, Ub-rhodamine cleavage fluorescence, 3 h; inhibition, % at 50 µM; 47,000 compounds, 6.5% hits; AID 1645855
Target sequence (A8MUK1 whole entry, looked up): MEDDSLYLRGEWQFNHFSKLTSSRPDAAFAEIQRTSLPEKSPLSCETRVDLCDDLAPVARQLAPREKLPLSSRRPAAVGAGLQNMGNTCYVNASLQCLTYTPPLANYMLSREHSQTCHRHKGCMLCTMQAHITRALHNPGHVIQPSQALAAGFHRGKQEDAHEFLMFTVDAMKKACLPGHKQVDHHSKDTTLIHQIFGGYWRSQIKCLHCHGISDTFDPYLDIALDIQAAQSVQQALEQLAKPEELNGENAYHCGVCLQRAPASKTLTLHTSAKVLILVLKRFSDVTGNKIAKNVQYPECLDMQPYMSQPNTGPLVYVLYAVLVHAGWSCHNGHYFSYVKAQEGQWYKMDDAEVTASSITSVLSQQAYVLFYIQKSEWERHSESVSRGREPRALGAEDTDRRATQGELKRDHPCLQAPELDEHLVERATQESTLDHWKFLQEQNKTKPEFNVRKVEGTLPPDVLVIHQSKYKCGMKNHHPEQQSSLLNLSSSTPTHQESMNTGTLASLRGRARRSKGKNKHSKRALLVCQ
USP7 block = human USP7 deubiquitinase inhibition; purified USP7, Ub-rhodamine cleavage fluorescence; 47,000 compounds, 0.3% hits; Q93009; AID 1645854; inhibition, % at 20 µM
USP28 inh = blocks human USP28 ubiquitin-rhodamine cleavage | Q96RU2 | purified USP28, Ub-rhodamine cleavage fluorescence, 30 min | inhibition, % at 25 µM | 47,000 compounds, 3% hits
OTUD3 inh = human OTUD3 deubiquitinase inhibition; Q5T2D3; purified OTUD3, Ub-rhodamine fluorescence, 2 h; inhibition, % at 25 µM; 47,000 compounds, 0.7% hits; AID 1645858
USP30 block = inhibitors of human USP30 deubiquitinase; AID 1645860; 47,000 compounds, 5.3% hits; purified USP30, Ub-rhodamine cleavage fluorescence; inhibition, % at 25 µM
UCHL1 block = human UCHL1 deubiquitinase inhibition; 47,000 compounds, 0.2% hits; inhibition, % at 20 µM; purified UCHL1, Ub-rhodamine cleavage fluorescence; P09936; AID 1645859
Target sequence (P09936 whole entry, looked up): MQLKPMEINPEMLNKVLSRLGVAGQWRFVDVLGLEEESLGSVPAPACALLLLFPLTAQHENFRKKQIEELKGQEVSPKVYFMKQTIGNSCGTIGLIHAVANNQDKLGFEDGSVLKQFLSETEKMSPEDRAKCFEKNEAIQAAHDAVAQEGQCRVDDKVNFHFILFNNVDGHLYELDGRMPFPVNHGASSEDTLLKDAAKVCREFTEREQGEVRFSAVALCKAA
USP10 inh = blocks human USP10 ubiquitin-rhodamine cleavage. purified USP10, Ub-rhodamine fluorescence, 60 min. 47,000 compounds, 1.1% hits. inhibition, % at 20 µM
USP8 block = human USP8 deubiquitinase inhibition | P40818 | purified USP8, Ub-rhodamine cleavage fluorescence, 30 min | inhibition, % at 20 µM | 47,000 compounds, 4.2% hits | AID 1645853
* = called active by the depositor; nt = not tested or not shown. No stated cut-off is given here; in the data, active means inhibition above about 30%; inactive means the rest.

SMILES	USP17 inh	USP7 block	USP28 inh	OTUD3 inh	USP30 block	UCHL1 block	USP10 inh	USP8 block
COC[C@H]1CCCN1C(=O)CC[C@H]1CNC(=O)[C@@H]2[C@@H](CCN2C2CCCCC2)N1C	-64	-13	20	0	-17	5	1	25
Cc1ccc(S(=O)(=O)N[C@@H](C(=O)N2CCC(C(=O)N[C@@H](Cc3ccc(O)cc3)C(=O)O)CC2)C(C)C)cc1	7	1	9	8	23	1	1	12
O=C(Cn1c(=O)n(Cc2ccc3c(c2)OCO3)c(=O)c2ncccc21)NCc1ccccc1	76*	1	62*	44*	85*	7	-1	38*
CC(=O)CSc1nc(C)nc2c1oc1ccccc12	29	nt	5	-7	1	-1	-2	-3
O=C(Nc1ccc(S(=O)(=O)NC2CCCc3ccccc32)cc1)C(=O)N1CCOCC1 (stereo not drawn)	3	5	7	6	11	1	12	15
COc1ccc(Cl)cc1NC(=O)C1CN(C(=O)c2cc(C)on2)C1	-5	-149	5	0	-6	1	1	-23
CC1CCc2noc(C3CCN(C(=O)c4[nH]ncc4Cl)CC3)c2C1 (stereo not drawn)	17	-3	17	12	23	1	2	0
O=C1c2cccnc2C(Nc2ccccc2F)N1Cc1ccccc1 (stereo not drawn)	-21	-3	4	5	7	4	0	-253
COc1ccc(NS(=O)(=O)c2cc(NC(=O)CCCc3c[nH]c4ccccc34)ccc2N2CCCC2)cc1	2	-3	9	-10	-23	4	0	-45
CC(=O)Nc1ccc(CN2CCCC23Cc2ccccc2CNC3=O)cc1 (stereo not drawn)	-11	-1	-4	-2	1	0	0	-53
O=C(c1ccn[nH]1)N1CCCCC1c1cc(C(F)(F)F)n2ccnc2n1 (stereo not drawn)	-24	-4	-23	-16	-79	-6	-4	-10
Cc1ccc(C(=O)N2CCCCC2c2nncn2CC2CC2)cn1 (stereo not drawn)	18	1	16	17	21	2	2	14
Cc1nc(-c2cccc(N3CC(C(=O)NCCc4ccccc4)CC3=O)c2)no1 (stereo not drawn)	-7	-4	-5	-5	-11	-4	0	-2
CCc1nnc(-c2nnc(NC3CCN(C)CC3)c3ccccc23)o1	12	-4	17	22	32*	3	1	3
Cc1ccc(F)cc1CN1CCC(c2nc(-c3ccsc3)no2)CC1	-6	0	-13	-6	-16	-4	0	-11
O=C(NCc1ccc(F)cc1)C1CCCN(c2nnc3ccccn23)C1 (stereo not drawn)	5	-17	3	0	-1	-2	-5	12
COc1ccc(NC(=O)Cc2noc(-c3cccc(OC)c3)n2)cc1	36*	-1	21	0	-27	-4	-13	51*
CC(C)[C@@H]1CC[C@@H](C)C[C@H]1OC(=O)N[C@H](C)c1ccccc1	2	1	-1	2	4	4	6	1
CC(=O)c1cccc(S(=O)(=O)Nc2ccc3cn[nH]c3c2)c1	-31	4	8	13	-22	0	0	-185
COc1ccccc1S(=O)(=O)N1CCC2(CC1)OC(=O)Nc1ccccc12	1	2	8	6	8	4	3	9
Cc1nnc(NC(=O)c2coc(NC(=O)c3ccccc3)n2)s1	-31	3	0	10	15	1	0	-244
O=C(CSc1n[nH]c2nc3ccccc3n12)Nc1ccc2c(c1)OCCO2	27	3	31*	13	10	1	2	-6
COc1ccccc1CNC(=O)c1ccccc1OCc1ccccc1Cl	24	-13	29	30*	32*	6	12	13
COc1ccc([C@@H]2CN(Cc3ccncc3)C[C@H]2c2cc(=O)[nH]c(C)n2)cc1	2	0	1	3	-4	-1	-2	12
CCCn1c(=O)c2sccc2n2c(CCC(=O)NC3CCCC3)nnc12	9	3	12	20	15	0	-1	4
The results go on:
SMILES	USP17 inh	USP7 block	USP28 inh	OTUD3 inh	USP30 block	UCHL1 block	USP10 inh	USP8 block
COc1ccc(C(=O)NCCn2ncc3c(N4CCCC4)ncnc32)cc1OC	-1	-1	-2	-9	2	-1	-2	-5
Cc1cc(NC(=O)CN2C(=O)C(=O)c3ccccc32)ccc1-n1ncnn1	6	-8	-14	-3	-12	-2	1	32*
CC(C)(C)c1cc(C(F)(F)F)n2nc(-c3ccc(Br)cc3)cc2n1	-18	2	-10	-6	-23	0	-1	-27
C=CC(C)(C)[C@@]12C[C@H]3c4nc5ccccc5c(=O)n4[C@H](C)C(=O)N3[C@@H]1N(C(C)=O)c1ccccc12	-24	-8	-26	-16	-45	-7	-12	-28
O=C(CC1c2ncccc2C(=O)N1c1ccc(F)cc1)NCc1ccccc1 (stereo not drawn)	0	-1	-8	-5	3	-3	3	0
COc1ccc(Cn2cccc2-c2nc(C)no2)cc1	10	2	14	16	17	6	-1	1
O=C(CC1C(=O)N(C2CCCC2)c2nc3ccccc3n21)NCc1ccccc1 (stereo not drawn)	0	-8	-7	0	-1	-2	-1	-2
COc1ccc(CCNc2nc3c(c(=O)n(C)c(=O)n3C)n2Cc2ccccc2Br)cc1OC	-3	2	0	9	7	4	-5	-26
O=C(O)c1ccc(NC(=O)c2ccccc2Cl)c(NC(=O)c2ccccc2Cl)c1	15	-5	-2	-4	4	-1	2	6
COc1cccc(N2CC(C(=O)Nc3nnc4n3CCCS4)CC2=O)c1 (stereo not drawn)	-2	5	0	0	-10	0	0	-30
CCOC(=O)N1C(=O)C2COCCN2C(=O)c2ccccc21 (stereo not drawn)	12	12	0	1	11	2	7	17
COc1ccc(OC)c(NC(=O)C2=C(C)Nc3ncnn3C2c2cccs2)c1 (stereo not drawn)	5	-1	12	6	20	0	-2	-22
Cc1noc2nc(C)n(CC(=O)NCc3ccccc3F)c(=O)c12	29	-3	-7	0	-1	-15	0	0
COC(=O)c1ccc2c(c1)N(C)S(=O)(=O)CC2=O	12	2	6	11	22	2	-2	14
COc1cccc(NC(=O)CCc2nnc3n(CCCOC(C)C)c(=O)c4ccccc4n23)c1	69*	nt	70*	37*	89*	4	4	81*
c1ccc(CN2CCC3(COCc4cnc(N5CCOCC5)nc43)C2)cc1 (stereo not drawn)	-16	-2	-11	-3	-1	0	1	-61
OC(CNCC(c1ccccc1)c1c[nH]c2ccccc12)c1ccccc1 (stereo not drawn)	-20	-15	-4	-14	-6	1	0	-6
CC1=C(c2ccc(C(C)C)cc2)S(=O)(=O)N=C1N1CCN(C)CC1	23	-4	2	11	23	3	2	13
CCc1cccc(NC(=O)Cn2c(=O)n(Cc3ccncc3)c(=O)c3ncccc32)c1	-9	-7	0	-3	-16	-1	-5	-15
COCCNc1nnc(Cc2ccccc2)c(=O)[nH]1	8	4	14	8	22	1	0	11
Cc1noc(C)c1S(=O)(=O)N(Cc1ccccc1)C(C)C	-6	2	-1	-3	2	0	-1	-5
COCCn1cc2c3c(cccc31)CN(C(=O)c1ccccn1)CC2	6	-3	-11	-4	-25	-1	-4	8
O=C(COc1ncnc2ccccc12)NCCc1ccc(F)cc1	0	0	-1	0	-1	1	-2	0
CCc1ccccc1NC(=O)c1c(OC)cc(=O)n2c1CCCC2	12	6	4	3	4	3	5	0
Cc1ccc2[nH]c(=O)c(-c3noc(CCC(=O)N4CCCC4)n3)cc2c1	-5	3	0	-5	-5	1	1	-10

Just OTUD3 inh (2 entries from above):
compound | OTUD3 inh
CCOC(=O)N1C(=O)C2COCCN2C(=O)c2ccccc21 (stereo not drawn) | 1
COCCn1cc2c3c(cccc31)CN(C(=O)c1ccccn1)CC2 | -4

For reference, 11 of the compounds above.
SMILES	USP17 inh	USP7 block	USP28 inh	OTUD3 inh	USP30 block	UCHL1 block	USP10 inh	USP8 block
O=C(O)c1ccc(NC(=O)c2ccccc2Cl)c(NC(=O)c2ccccc2Cl)c1	15	-5	-2	-4	4	-1	2	6
COc1cccc(N2CC(C(=O)Nc3nnc4n3CCCS4)CC2=O)c1 (stereo not drawn)	-2	5	0	0	-10	0	0	-30
CCOC(=O)N1C(=O)C2COCCN2C(=O)c2ccccc21 (stereo not drawn)	12	12	0	1	11	2	7	17
COc1ccc(OC)c(NC(=O)C2=C(C)Nc3ncnn3C2c2cccs2)c1 (stereo not drawn)	5	-1	12	6	20	0	-2	-22
Cc1noc2nc(C)n(CC(=O)NCc3ccccc3F)c(=O)c12	29	-3	-7	0	-1	-15	0	0
COC(=O)c1ccc2c(c1)N(C)S(=O)(=O)CC2=O	12	2	6	11	22	2	-2	14
COc1cccc(NC(=O)CCc2nnc3n(CCCOC(C)C)c(=O)c4ccccc4n23)c1	69*	nt	70*	37*	89*	4	4	81*
c1ccc(CN2CCC3(COCc4cnc(N5CCOCC5)nc43)C2)cc1 (stereo not drawn)	-16	-2	-11	-3	-1	0	1	-61
OC(CNCC(c1ccccc1)c1c[nH]c2ccccc12)c1ccccc1 (stereo not drawn)	-20	-15	-4	-14	-6	1	0	-6
CC1=C(c2ccc(C(C)C)cc2)S(=O)(=O)N=C1N1CCN(C)CC1	23	-4	2	11	23	3	2	13
CCc1cccc(NC(=O)Cn2c(=O)n(Cc3ccncc3)c(=O)c3ncccc32)c1	-9	-7	0	-3	-16	-1	-5	-15

Next part
SMILES	USP17 inh	USP7 block	USP28 inh	OTUD3 inh	USP30 block	UCHL1 block	USP10 inh	USP8 block
Cc1cc(C)c(C#N)c(SCC(=O)Nc2c(C#N)cnn2-c2ccccc2)n1	37*	1	nt	-3	nt	0	1	6
COc1ccccc1CC(=O)NCc1ccc(C(=O)O)cc1	5	1	-4	-1	2	-1	0	0
Cc1noc(C)c1CN1CCC(NC(=O)c2cc(F)ccc2F)CC1	-1	1	3	-4	-23	0	-2	-7
Cc1cc(CN2CCCCC2)c(NC(=O)c2ccco2)s1	-94	-33	-80	-69	-308	-35	-7	-112
CC(C)N1CCN(S(=O)(=O)c2cc(-c3nnc(C4CCCC4)o3)co2)CC1	-20	-6	-39	-17	-69	-1	-5	-15
CCCC(=O)N1CCC(c2nc3ccc(F)cn3c2NC2CCCC2)CC1	-108	-22	-126	-98	-385	-17	-6	-54
COc1ccc(CC(=O)Nc2nonc2-c2ccc(C)cc2)cc1	26	6	12	8	11	0	5	19
N#Cc1ccc(Oc2ncnc3ccccc23)cc1	5	8	-2	-1	1	1	3	8
N#Cc1ccccc1Sc1ccccc1C(=O)OCc1csc(-c2ccccc2)n1	1	10	10	6	-5	3	1	7
Cc1ccc(C(=O)O)cc1S(=O)(=O)Nc1cc(C(=O)O)ccc1F	-23	-11	3	11	-61	4	6	7
COc1ccc(CC(NC(C)=O)C(=O)NC2CCN(C(=O)C3CCCCC3)CC2)c(OC)c1 (stereo not drawn)	-47	-14	-39	-28	-94	-17	-12	-32
Cc1ccc(-c2nc(CNC(=O)Cc3ccccc3)no2)cc1	-2	3	1	-1	-23	-1	-4	-5
CC(=O)N[C@@]12CN(Cc3ccc(Cl)c(F)c3)CC[C@@H]1CN(C(C)=O)C2	-9	1	-12	-6	-8	-5	0	7
CC1CCCN(C(=O)c2cn(-c3cc(N4CCOCC4)ncn3)cn2)C1 (stereo not drawn)	14	-3	9	17	22	3	2	19
CCOC(=O)C1=C(COc2ccc(C#N)cc2)NC(=O)NC1C (stereo not drawn)	-8	-5	-13	-16	-33	-5	-1	-4
CCN1CC[C@@]2(C(=O)N(C)C)CCN(C(=O)c3cccc(OC)c3)CC[C@@H]12	-14	0	-3	-6	-1	0	2	-53
CN(C)c1nc2c(c(=O)[nH]c(=O)n2C)n1Cc1ccccc1Cl	-6	-2	nt	0	nt	-5	0	6
CC(=O)N1CSCC1C(=O)N1CCC2(CC1)CNC(=O)c1ccccc1O2 (stereo not drawn)	-15	4	-23	-8	6	0	1	3
c1cncc(-c2nnc(-c3cnc4onc(C5CCCC5)c4c3)o2)c1	21	-4	16	18	28	3	-1	24
CCC(=O)N1CCN(c2nc3c(s2)CC(C(=O)Nc2cccc(F)c2)CC3)CC1 (stereo not drawn)	-4	4	6	8	0	3	0	-22
COc1ccc(-c2nc(-c3ccc(N4CCOCC4)cc3)no2)c(OC)c1	19	3	9	-5	-5	1	1	0
O=C(CN1CCC2(CCC1=O)NC(=O)c1ccccc1N2)NCc1ccccc1F (stereo not drawn)	19	5	19	12	26	0	-1	27
O=c1c2ccccc2n(Cc2cccc([N+](=O)[O-])c2)c(=O)n1Cc1ccco1	0	-18	-5	9	-23	0	16	1
O=C(NC(Cc1c[nH]c2ccccc12)C(=O)N1CCOCC1)OCc1ccccc1 (stereo not drawn)	-16	-4	-11	-5	-18	-4	-2	-7
O=C(NCCc1ccccc1)c1nnn(Cc2cccc(Cl)c2)c1-n1cccc1	15	6	78*	-26	-41	3	0	8
O=C(Cn1c(Cc2ccccc2)nc2ccccc21)N1CCc2ccccc21	26	0	5	0	32*	0	-3	49*
Cc1ccc(N2CC(C(=O)N3CCC(C(=O)Nc4ccccc4C(N)=O)CC3)CC2=O)cc1 (stereo not drawn)	-13	-2	-4	1	0	-6	1	-17
COc1cn(CC(=O)Nc2cccc(C)c2)c(CSc2ccc(C)cc2)cc1=O	-7	-9	-6	0	0	-4	1	-14
Cc1cccc(S(=O)(=O)N2C[C@H]3C[C@H](C(=O)N(C)C)[C@@H](C2)O3)c1	-43	4	0	14	25	0	1	2
O=C(NCc1ccco1)c1ccc2c(=O)nc3c(-c4ccccc4)n[nH]n3c2c1	11	5	nt	0	nt	11	7	1

Compound activity (PubChem BioAssay)
